KDM4C inh = inhibitors of GASC-1 (KDM4C) histone demethylase, primary screen, biochemical, single concentration HTS; GST-KDM4C 2-372, H3K9me3 peptide, LANCE TR-FRET; inhibition, % at 12.5 µM; 0.15% of 96,000 active; AID 720574, 2013;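 active = mean replicate inhibition above about 25%, with at least 55% of replicates also reaching it, limit read from the data, passing the limit was not always enough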
Target sequence (Q9H3R0 2-372 limits assumed): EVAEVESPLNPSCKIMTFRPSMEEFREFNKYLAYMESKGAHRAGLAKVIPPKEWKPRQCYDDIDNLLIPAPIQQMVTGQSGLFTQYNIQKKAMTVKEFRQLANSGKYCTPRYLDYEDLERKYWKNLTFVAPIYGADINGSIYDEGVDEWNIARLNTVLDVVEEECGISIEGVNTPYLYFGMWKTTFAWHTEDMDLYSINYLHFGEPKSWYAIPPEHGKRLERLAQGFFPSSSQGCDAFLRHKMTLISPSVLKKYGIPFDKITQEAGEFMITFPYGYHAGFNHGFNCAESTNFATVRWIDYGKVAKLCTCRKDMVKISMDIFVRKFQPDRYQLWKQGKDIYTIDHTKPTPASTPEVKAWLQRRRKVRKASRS
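Test system: N-terminal GST-fused human GASC-1 (KDM4C) fragment, residues 2-372; quantity: GASC-1 enzyme at 10 nM final in reaction; dosing: single dose; schedule: 30 min demethylation and 1 h detection at room temperature; signal: LANCE TR-FRET, excitation 340 nm, emissions 618 and 671 nm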
C diff growth = C. difficile growth inhibitors, primary screen, HTS; Clostridium difficile clinical isolate growth, OD600, 24 h; stronger effect = lower value; growth activity, negative = inhibition, % at 16 µg/mL (by protocol); 0.25% of 86,000 active;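 active = mean growth activity at or below -80% and every replicate also at or below -80%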;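 note: 0% = DMSO wells and -100% = levofloxacin 16 µg/mL wells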
Pf Dd2 growth = P. falciparum Dd2 growth inhibitors, primary screen, SYBR Green fluorescence, single dose replicates; 72 h; stronger effect = lower value; activity change, % at 10 µM; 2.3% of 94,000 active; in the data active = activity change below about -80%
T cruzi growth = T. cruzi intracellular proliferation inhibitors, primary screen, cell-based, beta-gal Tulahuen parasites, NIH3T3 host, luminescence; inhibition, % at 8.34 µM; T. cruzi beta-gal in NIH3T3, GalScreen luminescence, 90 h; 5.9% of 77,000 active;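 active = mean inhibition above about 93%, with at least 55% of replicates each passing it, limit read from the data, passing the limit was not always enough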
Numbers without * were called inactive; x = no result given; & = joins results of further samples.

SMILES	KDM4C inh	C diff growth	Pf Dd2 growth	T cruzi growth
COc1ccc2c3c(n(C)c2c1)[C@@H](CO)N(C(=O)C1CC1)CC31CCN(C)CC1	-0.2	4	8	x
CO[C@H]1CN(C)C(=O)c2cc(NC(=O)c3cc(C)on3)ccc2OC[C@H](C)N(CC2CC2)C[C@H]1C	-0.6	x	-24	8
O=C(C[C@H]1CC[C@H]2NC[C@H](O)COC[C@@H]2O1)Nc1nccs1	-2.0	-5&-8	x	-43
CC=Cc1ccc2n(c1=O)C[C@@H]1[C@@H](CO)[C@H](C(=O)N(C)C)N(CC3CCCC3)[C@H]21 (mixture of isomers)	5.6	-1	11	x
COc1ccc(-c2ccc3n(c2=O)C[C@@H]2[C@@H](CO)[C@H](C(=O)NC4Cc5ccccc5C4)N[C@H]32)cc1	1.4	0	-25	44
C/C=C/c1ccc([C@H]2[C@H](CO)N[C@H]2CN(CC(C)C)C(=O)c2ccccn2)cc1	-1.1	0	-65	45
COc1ccc(NC(=O)N(C)C[C@@H]2OCc3ccccc3-c3ccccc3C(=O)N([C@@H](C)CO)C[C@@H]2C)c(OC)c1	0.7	x	-11	5
CC(C)CC#Cc1ccc2c(c1)O[C@H](CN(C)S(=O)(=O)c1ccc(F)cc1)[C@@H](C)CN([C@@H](C)CO)S2(=O)=O	-1.5	-1	-79	x
C/C=C/c1ccc2c(c1)O[C@@H](CN(C)C(=O)Cc1ccncc1)[C@H](C)CN([C@@H](C)CO)S2(=O)=O	0.9	-4	-77	59
CNC(=O)C[C@@H]1CC[C@H]2[C@H](COc3ccc(NC(=O)c4ccc(OC)cc4)cc3C(=O)N2C)O1	-0.3	1	4	6
CS(=O)(=O)N[C@@H]1C[C@@H]2O[C@H](CO)CC[C@@H]2O[C@@H]1CCc1ccc(/C=C/c2ccccc2)cc1	x	-21	-8	x
C[C@@H]1CN([C@@H](C)CO)C(=O)c2cccc(NS(=O)(=O)c3cn(C)cn3)c2O[C@H]1CN(C)S(=O)(=O)c1cn(C)cn1	1.0	1	-10	-22
COc1ccc(NC(=O)N(C)C[C@@H]2Oc3ncc(C#CC(C)C)cc3C(=O)N([C@H](C)CO)C[C@@H]2C)cc1	-0.7	-6	5	x
C[C@@H]1CN([C@H](C)CO)C(=O)c2cc(-c3cccnc3)cnc2O[C@H]1CN(C)Cc1ccccc1	0.8	x	5	-20
Cc1ccc(S(=O)(=O)Nc2ccc3c(c2)C(=O)N([C@H](C)CO)C[C@H](C)[C@H](CN(C)S(C)(=O)=O)OCCCC[C@H](C)O3)cc1	1.0	5	25	19
C[C@@H]1CN([C@H](C)CO)C(=O)c2cc(C#Cc3ccccc3F)cnc2O[C@@H]1CN(C)C(=O)Cc1ccccc1	-1.9	4	-26	40
O=C(Cc1ccncc1)NCC[C@@H]1CC[C@@H](NC(=O)Nc2ccc(F)cc2)[C@H](CO)O1	-0.2	-4	-19	28
C[C@@H]1CCCCO[C@@H](CN(C)S(=O)(=O)c2ccc(Cl)cc2)[C@H](C)CN([C@@H](C)CO)C(=O)c2cc(NC(=O)Cc3ccccc3)ccc2O1	1.3	3	-69	99*
COc1ccc2c3c([nH]c2c1)[C@@H](CO)N(Cc1ccccc1F)CC31CCN(CC2CC2)CC1	16	12	-77	x
Cc1noc(C)c1NC(=O)N(C)C[C@@H]1Oc2ccc(NC(=O)NC(C)C)cc2C(=O)N([C@H](C)CO)C[C@@H]1C	-2.4	-2	9	-30
Cc1ccccc1S(=O)(=O)NCC[C@@H]1CC[C@H](NS(=O)(=O)c2ccccc2C)[C@@H](CO)O1	-1.6	x	-17	-34
COCC(=O)N(C)C[C@H]1Oc2ncc(-c3ccc(F)cc3)cc2C(=O)N([C@@H](C)CO)C[C@H]1C	1.1	-2	-7	6
C[C@H](O)C#Cc1cnc2c(c1)C(=O)N([C@H](C)CO)C[C@H](C)[C@H](CN(C)Cc1cccc(F)c1)O2	-1.8	-1	14	32
CCCN1C[C@H](C)[C@H](OC)CN(C)C(=O)c2cc(NC(=O)C3CCOCC3)ccc2OC[C@H]1C	-1.6	x	-4	-12
CCS(=O)(=O)N1CC(=O)N2[C@H](CO)[C@@H](c3ccc(-c4ccccc4)cc3)[C@@H]2C1	-0.1	-3	-2	x
C[C@@H]1CN([C@H](C)CO)C(=O)c2cc(NC(=O)C3CCCCC3)ccc2O[C@@H]1CN(C)Cc1ccc(Oc2ccccc2)cc1	-1.2	20	5	39
O=C(Cc1ccccc1)N1C[C@H]2[C@@H](c3ccccc31)[C@@H](CO)N2C(=O)c1ccc(F)cc1	4.6	0	4	42
O=C(C[C@H]1CC[C@@H](NS(=O)(=O)c2ccc(F)cc2)[C@@H](CO)O1)NCCN1CCCCC1	-0.6	0	-6	35
COc1ccc2c3c(n(C)c2c1)[C@H](CO)N(C)CC31CN(S(=O)(=O)c2cccc(C)c2)C1	-0.9	-2	-6	x
O=C(Nc1ccc(Cl)c(Cl)c1)N[C@@H]1CC[C@H](CCn2cc(C3CC3)nn2)O[C@H]1CO	2.0	3	-4	x
C[C@@H]1CN([C@@H](C)CO)C(=O)Cc2cc(NC(=O)NC3CCCCC3)ccc2O[C@H]1CN(C)Cc1ccc(Oc2ccccc2)cc1	-0.5	34	-30	86
C[C@H]1CN([C@@H](C)CO)C(=O)c2cc(NC(=O)C3CC3)ccc2O[C@H]1CN(C)S(=O)(=O)c1ccccc1	0.6	-5	-4	x
C[C@@H]1CN([C@@H](C)CO)C(=O)c2cc(NS(=O)(=O)c3ccc(Cl)cc3)ccc2O[C@@H](C)CCCCO[C@@H]1CN(C)Cc1ccccc1	-1.1	-12	-32	100*
COc1ccc(CN(C)C[C@H]2Oc3c(NC(=O)NC(C)C)cccc3C(=O)N([C@@H](C)CO)C[C@@H]2C)cc1	-0.5	5	-10	x
C[C@@H]1CCCCO[C@@H](CN(C)C)[C@@H](C)CN([C@@H](C)CO)C(=O)c2cc(NS(=O)(=O)c3cn(C)cn3)ccc2O1	-3.8	11	2	74
Cc1ccccc1CN(C)C[C@H]1OCc2cnnn2CCCC(=O)N([C@H](C)CO)C[C@H]1C	-0.2	x	-19	12
Cc1ccc(S(=O)(=O)N(C)C[C@@H]2Oc3ccc(NC(=O)Cc4cn(C)c5ccccc45)cc3CC(=O)N([C@@H](C)CO)C[C@H]2C)cc1	-5.8	-15	-83*	48
O=C(C[C@H]1C[C@H]2c3cc(NC(=O)C4CCOCC4)ccc3O[C@H]2[C@@H](CO)O1)NCc1ccc(Oc2ccccc2)cc1	-9.3	x	7	20
Cc1noc(C)c1NC(=O)Nc1ccc2c(c1)C(=O)N([C@@H](C)CO)C[C@@H](C)[C@H](CN(C)Cc1ccc(Oc3ccccc3)cc1)O2	4.3	-7	-12	24
C[C@H](CO)N1C[C@H](C)[C@H](CN(C)C(=O)Nc2ccc3c(c2)OCO3)Oc2ccc(NC(=O)Nc3ccc(F)cc3)cc2CC1=O	1.4	-8	-8	-13
CO[C@@H]1CN(C)C(=O)c2ccc(NC(=O)Nc3cccc(Cl)c3)cc2OC[C@H](C)NC[C@H]1C	0.4	x	-21	-68
C/C=C/c1cccc(-c2nc(C(=O)NCc3ccc(OC)cc3)cc3c2[C@H](CCO)N([S@@](=O)C(C)(C)C)C3)c1	-5.1	x	-38	73
COc1ccc(-c2ccc3c(c2)O[C@@H](CN(C)C)[C@@H](C)CN([C@@H](C)CO)S3(=O)=O)cc1	-1.1	0	4	7
COc1ccc2c3c([nH]c2c1)[C@@H](CO)N(S(C)(=O)=O)CC31CN(C(=O)c2ccccc2)C1	-1.4	4	42	x
O=C(NC1CCCC1)N1CC(=O)N2[C@@H](CO)[C@H](c3ccc(/C=C/c4ccccc4)cc3)[C@@H]2C1	-1.2	16	-6	x
C[C@H]1CN([C@@H](C)CO)C(=O)Cc2cc(NC(=O)Nc3ccc4c(c3)OCO4)ccc2O[C@H]1CN(C)S(=O)(=O)c1ccc(Cl)cc1	-0.9	6	14	32
C[C@@H]1CN([C@@H](C)CO)C(=O)c2cc(NC(=O)Nc3cccc4ccccc34)ccc2O[C@@H](C)CCCCO[C@@H]1CN(C)C	-0.2	2	-87*	-8
COc1cccc(C(=O)Nc2ccc3c(c2)C(=O)N(C)C[C@@H](OC)[C@@H](C)CN(C)[C@@H](C)CO3)c1	-0.1	x	5	-28
CO[C@H]1CN(C)C(=O)c2ccc(NC(=O)C3CC3)cc2OC[C@H](C)N(C(=O)Cc2ccccn2)C[C@@H]1C	-0.7	x	10	-30
O=C(C[C@@H]1CC[C@@H]2[C@H](COC[C@H](O)CN2Cc2ccccc2F)O1)N[C@@H]1CCN(Cc2ccccc2)C1	0.6	x	-57	93

Additional entries:
SMILES	KDM4C inh	C diff growth	Pf Dd2 growth	T cruzi growth
C[C@H]1CCCCO[C@@H](CN(C)Cc2ccncc2)[C@@H](C)CN([C@@H](C)CO)C(=O)c2cc(NC(=O)Nc3ccc(F)cc3)ccc2O1	1.3	0	-18	53
C[C@@H]1CN([C@H](C)CO)C(=O)c2cc(NC(=O)Cc3ccccc3)ccc2O[C@@H]1CN(C)S(C)(=O)=O	-2.2	-4	18	12
COCC(=O)Nc1ccc2c(c1)[C@H]1C[C@@H](CC(=O)NCc3cccc(F)c3)O[C@H](CO)[C@H]1O2	-3.2	2	2	x
C[C@H]1CN([C@@H](C)CO)C(=O)c2cc(NS(=O)(=O)c3ccccc3)ccc2O[C@H]1CN(C)CC1CC1	-0.3	5	-21	-8
CO[C@@H]1CN(C)C(=O)c2cc(NC(=O)NC(C)C)ccc2OC[C@H](C)N(C(=O)C2CCC2)C[C@@H]1C	0.9	x	-11	39
C[C@H]1CN([C@@H](C)CO)C(=O)c2ccccc2-c2ccccc2CO[C@@H]1CN(C)S(=O)(=O)c1ccc(C(F)(F)F)cc1	-1.1	2	-84*	105*
CNC[C@H]1Oc2ccc(NC(=O)Nc3cccc4ccccc34)cc2C(=O)N([C@H](C)CO)C[C@@H]1C	-0.7	-1	-5	x
CN1c2ccc(-c3ccccc3)cc2[C@@H]2[C@@H](CCN2C(=O)Cc2ccccc2)[C@H]1CO	-0.1	-2	-3	90
Cc1ccc(S(=O)(=O)Nc2ccc3c(c2)C(=O)N([C@H](C)CO)C[C@H](C)[C@H](CN(C)C(=O)Cc2ccccc2)OCCCC[C@H](C)O3)cc1	-0.7	x	-41	64
O=C(C[C@H]1CC[C@@H](NC(=O)Nc2ccccc2F)[C@@H](CO)O1)NCc1ccc(Cl)cc1	0.9	0	-7	39
O=C(NC[C@H]1CC[C@@H]2[C@@H](CN2Cc2ccccc2F)O1)C1CC1	x	4	14	x
C[C@@H]1CN([C@H](C)CO)C(=O)Cc2cc(NS(=O)(=O)c3cn(C)cn3)ccc2O[C@@H]1CN(C)C(=O)NC1CCCCC1	0.0	10	18	6
COCC(=O)N1C[C@@H](C)[C@H](OC)CN(C)C(=O)c2cc(NC(=O)c3ccc(F)cc3)ccc2OC[C@@H]1C	4.3	-1	8	-14
COC(=O)C[C@@H]1CC[C@H]2[C@@H](COc3ccc(NC(=O)c4cnccn4)cc3C(=O)N2C)O1	2.5	-5	2	-7
C[C@@H]1CN([C@@H](C)CO)C(=O)c2cc(NC(=O)Nc3ccccc3)ccc2O[C@@H]1CN(C)Cc1ccc(C(F)(F)F)cc1	0.5	-2	1	22
C[C@@H]1CN([C@H](C)CO)C(=O)c2cc(NC(=O)CCCCCC(=O)Nc3ccccc3N)ccc2O[C@H]1CN(C)S(=O)(=O)c1cn(C)cn1	-0.7	0	-19	x
CO[C@@H]1CN(C)C(=O)c2ccc(NC(=O)c3nc4ccccc4s3)cc2OC[C@H](C)NC[C@@H]1C	-0.8	x	-13	-126

Four of the compounds above, as labelled records.
> COCC(=O)N1C[C@@H](C)[C@H](OC)CN(C)C(=O)c2cc(NC(=O)c3ccc(F)cc3)ccc2OC[C@@H]1C
  KDM4C inh: 4.3
  C diff growth: -1
  Pf Dd2 growth: 8
  T cruzi growth: -14

> COC(=O)C[C@@H]1CC[C@H]2[C@@H](COc3ccc(NC(=O)c4cnccn4)cc3C(=O)N2C)O1
  KDM4C inh: 2.5
  C diff growth: -5
  Pf Dd2 growth: 2
  T cruzi growth: -7

> C[C@@H]1CN([C@@H](C)CO)C(=O)c2cc(NC(=O)Nc3ccccc3)ccc2O[C@@H]1CN(C)Cc1ccc(C(F)(F)F)cc1
  KDM4C inh: 0.5
  C diff growth: -2
  Pf Dd2 growth: 1
  T cruzi growth: 22

> C[C@@H]1CN([C@H](C)CO)C(=O)c2cc(NC(=O)CCCCCC(=O)Nc3ccccc3N)ccc2O[C@H]1CN(C)S(=O)(=O)c1cn(C)cn1
  KDM4C inh: -0.7
  C diff growth: 0
  Pf Dd2 growth: -19
  T cruzi growth: x

Complete entries from above. Order of screens: KDM4C inh | C diff growth | Pf Dd2 growth | T cruzi growth
`C[C@@H]1CN([C@H](C)CO)C(=O)Cc2cc(NS(=O)(=O)c3cn(C)cn3)ccc2O[C@@H]1CN(C)C(=O)NC1CCCCC1` is listed with 0.0 | 10 | 18 | 6
`COC(=O)C[C@@H]1CC[C@H]2[C@@H](COc3ccc(NC(=O)c4cnccn4)cc3C(=O)N2C)O1` is listed with 2.5 | -5 | 2 | -7
`O=C(NC[C@H]1CC[C@@H]2[C@@H](CN2Cc2ccccc2F)O1)C1CC1` is listed with x | 4 | 14 | x

Compound activity: PubChem, Broad Institute
